# C-LANA FP – KSHV C-LANA DNA binding inhibition | MBP-C-LANA/FAM-LBS DNA binding, fluorescence polarization | inhibition, % at 9 µM | 340,000 compounds, 0.078% hits;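 active = highest replicate inhibition at or above 60% at 9 µM, even if other replicates fall short; inactive = all replicates below 60% inhibition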;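 also: 0% = neutral control wells and 100% = 4 µM acridine orange control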
# Arrestin-AP2 inh – blocks beta-arrestin peptide binding to AP2 adaptin. 340,000 compounds, 0.31% hits. FITC-arrestin peptide / GST-AP2 beads, flow cytometry; AP2 beta2 appendage carries R879A mutation. inhibition, % at 10 µM;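 active = inhibition above a set limit, near 3 SD of compounds lacking own fluorescence, cut at about 54% in these data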;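 also: plate controls were DMSO wells for no effect and 5 µM unlabelled arrestin peptide for full effect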
#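 System: GST-AP2 R879A glutathione beads; medium: PBS, Tween 20 0.05%, BSA 0.1%; reagent: fluorescein-tagged arrestin peptide at 50 nM final; schedule: pre-incubation 12 min, peptide binding 1 h, room temperature; detection: flow cytometry, FL1 (488/535 nm); read-out: inhibition as reduced fluorescein signal on beads, percent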
# SR-BI HDL uptake – mouse SR-BI HDL lipid transfer inhibition; Q61009; ldlA[mSR-BI] CHO cells, DiI-HDL uptake fluorescence, 3 h; inhibition, % at 12.5 µM; 320,000 compounds, 0.96% hits;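 active = mean replicate inhibition of at least 70% and a set share of replicates each scoring 70 or more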;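 also: 0% = median of neutral control wells and 100% = median of positive control wells; values of inactives mirror those of a sister screen read the other way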
# PKA-R2B act – activates the human PKA-R2B holoenzyme complex; PKA-R2B holoenzyme dissociation, Cy5-IP20 fluorescence polarization; R2B truncated from residue 108, S112A mutant; 0% DMSO only, 100% 113 µM cGMP; activation, % at 11.4 µM; 340,000 compounds, 0.079% hits; AID 504700;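 active = activation above a cutoff set at the mean over all compounds plus 3 SD, cut at about 18% in these data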;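 also: higher means more holoenzyme dissociation and a rise in polarization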
# Target sequence (P31323 whole entry, looked up, other chains not shown, the tested form may be a part): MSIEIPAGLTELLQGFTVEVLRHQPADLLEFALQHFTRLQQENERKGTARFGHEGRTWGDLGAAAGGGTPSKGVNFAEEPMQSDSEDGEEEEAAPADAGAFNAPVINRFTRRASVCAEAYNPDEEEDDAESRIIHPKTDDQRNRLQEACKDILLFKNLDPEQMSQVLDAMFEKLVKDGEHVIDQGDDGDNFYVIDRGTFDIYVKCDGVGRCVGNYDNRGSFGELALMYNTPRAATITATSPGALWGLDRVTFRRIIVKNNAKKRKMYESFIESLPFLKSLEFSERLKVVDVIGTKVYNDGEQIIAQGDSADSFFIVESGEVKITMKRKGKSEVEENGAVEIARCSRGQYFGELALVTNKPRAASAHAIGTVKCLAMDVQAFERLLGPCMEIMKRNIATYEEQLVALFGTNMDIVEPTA
# PvdQ inh – blocks Pseudomonas aeruginosa PvdQ acylase activity. inhibition, % at 10 µM. 340,000 compounds, 0.063% hits. purified PvdQ acylase, fluorescence plate reader; in the data active = inhibition above about 30%, passing the limit was not always enough;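 also: 0% = vehicle neutral wells and 100% = reference inhibitor wells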
# DAGLB inh – diacylglycerol lipase beta (human) inhibition | HEK293T DAGLB membrane lysate, EnzChek fluorogenic substrate | 340,000 compounds, 0.059% hits | inhibition, % at 5.17 µM | AID 504411 | Q8NCG7; in the data active = inhibition above about 34%;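 also: 0% = enzyme with vehicle and 100% = wells lacking enzyme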
# Target sequence (Q8NCG7 whole entry, looked up): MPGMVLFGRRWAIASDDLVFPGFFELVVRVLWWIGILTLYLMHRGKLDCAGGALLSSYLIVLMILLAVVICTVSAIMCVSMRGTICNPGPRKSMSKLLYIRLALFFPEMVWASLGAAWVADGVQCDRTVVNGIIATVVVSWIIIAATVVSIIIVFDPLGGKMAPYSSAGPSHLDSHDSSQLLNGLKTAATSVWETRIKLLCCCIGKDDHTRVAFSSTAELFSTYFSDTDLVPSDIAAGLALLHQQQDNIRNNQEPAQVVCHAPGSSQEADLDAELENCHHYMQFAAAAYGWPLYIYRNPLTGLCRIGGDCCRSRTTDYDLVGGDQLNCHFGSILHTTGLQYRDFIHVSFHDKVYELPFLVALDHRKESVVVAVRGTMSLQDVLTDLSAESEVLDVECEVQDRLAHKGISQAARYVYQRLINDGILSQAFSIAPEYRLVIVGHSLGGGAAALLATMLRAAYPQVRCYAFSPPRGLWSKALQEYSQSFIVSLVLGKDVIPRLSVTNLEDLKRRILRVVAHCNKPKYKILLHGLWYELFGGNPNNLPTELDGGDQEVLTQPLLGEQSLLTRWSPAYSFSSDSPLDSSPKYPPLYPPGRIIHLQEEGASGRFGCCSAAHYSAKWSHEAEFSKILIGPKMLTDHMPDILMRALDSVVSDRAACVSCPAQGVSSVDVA
# NSD2 inh – blocks human histone methyltransferase NSD2; NSD2 peptide methylation, AlphaScreen, 120 min; inhibition, % at 12.5 µM; 310,000 compounds, 0.54% hits; in the data active = inhibition above about 50%
# Keap1 Nrf2 FP – Keap1-Nrf2 (human) interaction inhibition. Q14145. AID 504523. inhibition, % at 9.4 µM. Keap1 Kelch-Nrf2 peptide fluorescence polarization, 1536-well. 340,000 compounds, 0.15% hits; in the data active = inhibition above about 12%;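 also: human Keap1 Kelch domain with fluorescein labeled Nrf2 9mer peptide probe; 0% = neutral control wells and 100% = peptide positive control; higher means more block of Keap1 binding to Nrf2 peptide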
# SR-BI DiI-HDL act – activators of SR-BI mediated HDL lipid uptake; 320,000 compounds, 0.096% hits; activation, % at 12.5 µM; CHO ldlA[mSR-BI] cells, DiI-HDL uptake fluorescence, 3 h; 100 = double the neutral-control signal; AID 504775;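 active = mean replicate activation of at least 60% and every replicate at or above 60%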;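 also: 0% = median plate neutral-control signal and 100% = twice that signal; values of inactives mirror those of a sister screen read the other way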
#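 Material: SR-BI-overexpressing, LDLR-lacking CHO cells | Dosing: Single compound concentration, delivered by pin transfer | Probe or stimulus: Labelled HDL, 10 µg/mL | Signal: Bottom-read cell fluorescence after medium removal, ex 550/em 595 nm | Schedule: 3 h, 37 °C | Evaluation: HDL uptake via cellular fluorescence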
# Cardiac RTF inh – cardiac RTF calcium desensitization | 340,000 compounds, 0.12% hits | AID 493244 | inhibition, % at 7.15 µM | IANBD-labeled cardiac RTF, Ca2+ fluorescence;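 active = inhibition above the mean inhibition of all tested compounds plus 3 SD, cut at about 17% in these data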;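 also: assay run at fixed EC70 calcium of 1.6 mM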
# Starred values were filed as active, the others as inactive; · = no result given; & = joins results of further samples.
SMILES,C-LANA FP,Arrestin-AP2 inh,SR-BI HDL uptake,PKA-R2B act,PvdQ inh,DAGLB inh,NSD2 inh,Keap1 Nrf2 FP,SR-BI DiI-HDL act,Cardiac RTF inh
CCOC(=O)c1ccc(NC(=O)c2ccccc2N(C)S(=O)(=O)c2ccccc2)cc1,0.8,1,12,-1,-15,-1,0,-5,-12,-6
c1ccc2c(c1)ncn2CCCOc1ccc2c(c1)CCC2,-0.4,1,14,-4,-19,-3,10,-8,-14,-11
O=C(O)/C=C/c1ccc(S(=O)(=O)Nc2ccccc2C(=O)Nc2ccc(F)cc2)cc1,-0.4,5,-19,-20,-15,0,15,1,19,-17
N#Cc1nc(-c2ccccc2F)oc1NCCc1ccccn1,-0.5,-3,14,2,-12,-1,-1,-2,-14,-15
CCCCCCCCC[n+]1cccc2c3ccccc3ccc21,-4.5,2,-8,3,-13,5,·,-1,8,-3
CN(C)CCNc1nc2sc3c(c2c(=O)n1Cc1ccccc1)CCCCC3,-2.2,38,-5,1,0,0,9,-1,5,-1
COC(=O)Cc1c(C)[nH]n(-c2cc(Cl)cc(Cl)c2)c1=O,-0.2,33,-10,-4,6,3,-1,-1,10,-2
CCN1CCN(S(=O)(=O)c2ccc(Cl)c(C(=O)NCCc3ccccc3)c2)CC1,0.4,7,-17,4,-12,0,0,-4,17,-12
N#Cc1nc(-c2ccccc2F)oc1NC1CCCCC1,-0.5,7,28,15,-18,-6,·,6,-28,0
O=C(Nc1nccs1)C(c1ccccc1)N1CCCCC1 (stereo not drawn),1.0,0,-9,14,5,0,8,-1,9,1
COc1ccccc1OCc1nc(C#N)c(N2CCCC2)o1,-0.7,0,11,4,0,2,3,5,-11,-3
O=C(Nc1nncs1)C1c2ccccc2Oc2ccccc21,1.5,35,-26,4,4,1,1,4,26,4
CC1=C(C(=O)Nc2ccccc2F)C(c2ccsc2)C2=C(CC(c3ccccc3)CC2=O)N1 (stereo not drawn),0.8,34,19,-2,3,-6,·,1,-19,4
CN1C[C@@H]2C(c3ccc(Cl)nc3)C3(c4ccccc4)CC2(C3)[C@H]1c1ccccc1 (stereo partly drawn),0.4,-3,-12,-8,-3,-7,·,-1,12,-7
c1ccc2c(c1)nc1n2CN(Cc2ccc3c(c2)OCO3)CN1,0.1,1,·,-2,-8,-3,2,1,·,-5
C=C(C)CSc1nc2ccccc2[nH]1,-0.6,15,-5,-4,3,0,0,3,5,0
CCOC(=O)c1[nH]c2ccccc2c1NC(=O)c1ccc(Br)o1,1.8,-3,43,-3,-20,-4,1,-1,-43,-8
O=C(CSc1nnc(-c2ccccn2)n1-c1ccccc1)Nc1ccc2c(c1)OCO2,1.9,-15,-5,-8,-12,-2,-3,-6,5,-6
CCCCC(O)(CCCC)C(=O)NN(C(=O)CCl)c1ccccc1,-0.3,·,-16,5,4,4,-6,-3,16,-3
O=C(CS(=O)CC(=O)Nc1ccccc1-c1ccccc1)Nc1ccc(F)cc1 (stereo not drawn),-1.3,-3,·,2,-14,0,-1,1,·,-4
COc1ccccc1CN1C[C@@H]2C[C@@H](C3=Cc4cccc(OC)c4OC3)N3CCC[C@@]23C1=O,-1.9,4,24,-1,1,-4,4,-5,-24,1
COc1ccc(CC(=O)NC(C)c2nnc(SCC(=O)Nc3ccccc3F)n2C)cc1 (stereo not drawn),-0.2,4,4,-5,0,0,0,2,-4,12
COc1ccc(-n2c(C)cc(-c3cn4cccc(C)c4n3)c2C)cc1,0.4,52,10,1,4,1,3,3,-10,-6
Cc1c(C(=O)C(=O)NCC2CCCO2)c2ccccc2n1C (stereo not drawn),0.0,-4,-15,-13,-5,0,-2,1,15,-1
O=C(C1CC1)N(CCN(C(=O)C1CC1)c1ccccc1)c1ccccc1,-1.4,21,-6,-1,4,2,2,0,6,-1
Cc1ccc(Oc2ncc(CN3CC(C)OC(C)C3)s2)cc1 (stereo not drawn),0.1,5,0,-9,3,-3,2,-4,0,8
Cc1ccc(C(CC(=O)c2ccc(Cl)cc2)C(=O)O)cc1 (stereo not drawn),-0.4,·,-10,-4,-12,3,0,-1,10,-1
O=C(CC1CCCC1)N1CCCC(Nc2ccc(F)cc2)C1 (stereo not drawn),1.6,36,-10,-12,-2,-3,3,-3,10,2
Cc1ccc(NC(=O)COC(=O)c2ccc3c(c2)OCCO3)cc1S(=O)(=O)N1CCOCC1,0.1,-5,-2,5,-11,1,3,1,2,-1
O=C(CC1S/C(=N/N=C2CCCCCC2)NC1=O)Nc1ccc(Br)cc1F (stereo not drawn),-0.9,-20,19,-4,-4,3,-4,2,-19,-6

# Filtered by structure, the compounds so far containing a COOH group
SMILES,C-LANA FP,Arrestin-AP2 inh,SR-BI HDL uptake,PKA-R2B act,PvdQ inh,DAGLB inh,NSD2 inh,Keap1 Nrf2 FP,SR-BI DiI-HDL act,Cardiac RTF inh
O=C(O)/C=C/c1ccc(S(=O)(=O)Nc2ccccc2C(=O)Nc2ccc(F)cc2)cc1,-0.4,5,-19,-20,-15,0,15,1,19,-17
Cc1ccc(C(CC(=O)c2ccc(Cl)cc2)C(=O)O)cc1 (stereo not drawn),-0.4,·,-10,-4,-12,3,0,-1,10,-1

# (list continues)
SMILES,C-LANA FP,Arrestin-AP2 inh,SR-BI HDL uptake,PKA-R2B act,PvdQ inh,DAGLB inh,NSD2 inh,Keap1 Nrf2 FP,SR-BI DiI-HDL act,Cardiac RTF inh
COc1ccc(N(CCN2C(=O)c3ccccc3C2=O)C(=O)c2cccc([N+](=O)[O-])c2)cc1,0.4,-1,15,-1,-7,1,1,1,-15,-6
Cc1cc(C)cc(NC(=O)C(OC(=O)C2=COCCO2)c2ccccc2)c1 (stereo not drawn),0.1,2,-21,2,2,0,-3,-4,21,1
O=C(CN(C(=O)c1csnn1)c1ccc(F)cc1)NCc1ccc(F)cc1,-0.8,8,-5,-4,-4,-3,0,-6,5,0
O=C(O)c1ccc(CSc2ncn[nH]2)cc1,-0.6,9,-43,-6,-8,-2,·,-4,43,-7
Cc1cc(C(F)(F)F)nn1Cc1n[nH]c(=S)n1Cc1ccccc1,0.9,7,-3,-4,0,3,1,-2,3,-1
O=C(NCCc1csc(-c2ccccc2)n1)c1ccccc1F,0.2,28,·,2,5,-3,3,3,·,-12
O=C1NCC(COCC2CC=CCC2)O1 (stereo not drawn),-0.6,3,3,3,13,-1,0,-4,-3,-7
COc1ccc(C(CC(=O)N2CCN(c3ccccc3)CC2)c2c(OC)cc(OC)c3ccc(=O)oc23)cc1 (stereo not drawn),-0.1,30,37,1,-2,2,·,-2,-37,3
COC(=O)Cn1c(CN2CCOCC2)nc2c1c(=O)[nH]c(=O)n2C,-0.5,20,-6,-16,-1,-2,·,-6,6,-1
CN(C)CCC(c1ccc(Cl)cc1)c1ccccn1 (stereo not drawn),0.1&-2.0,-2&14,8&3,-5&-3,-11&-17,2&2,·,-1&-3,-8&5,-20&7
CCC(C)c1ccc(NC(=O)C2CCN(c3ncccn3)CC2)cc1 (stereo not drawn),-0.4,6,69,-7,-20,-1,-1,-5,-69,-20
CCc1nc(-c2ccccc2)c2ccccn12,-1.2,49,-9,8,-1,1,-1,1,9,0
COc1ccccc1C(=O)COC(=O)c1ccc(Cl)nc1,-1.3,30,25,-7,1,-6,0,1,-25,-1
Nc1cc(Cl)ccc1N1CCOCC1,1.9,5,-16,-1,-15,-1,1,1,16,-3
O=C(CN1C(=O)NC2(CCCC2)C1=O)Nc1cc(Cl)ccc1N1CCOCC1,0.6,-9,-53,-3,-11,0,-1,1,53,-5
CS(=O)(=O)N1CCN(c2c(Cl)cccc2[N+](=O)[O-])CC1,-1.1,-1,9,-6,-20,1,0,-6,-9,-1
Cc1c(Cl)cccc1NC(=O)CCNC(=O)N1CC(=O)Nc2ccccc21,-0.5,9,-16,4,-4,2,-12,5,16,-7
COC(=O)c1cccc(NC(=O)Cn2cnc3c2c(=O)n(C)c(=O)n3C)c1,-1.6,-12,-17,-3,-6,0,-2,1,17,-3
c1ccc2nc3c(nc2c1)[nH]c1ccccc13,1.8,-2,0,-5,-12,-1,-3,-2,0,-11
O=C(CN1c2cccc3cccc(c23)S1(=O)=O)N1CCCCC1,-2.7,-7,-14,-4,-7,-2,2,-5,14,-8
CCOC(=O)[C@H]1[C@H]2COc3ccc(Br)cc3[C@@H]2N2C(=O)N(c3ccccc3)C(=O)[C@@]12C,-1.1,-2,-24,8,-4,-1,·,1,24,7
CCCCNC(=O)COC(=O)CCC(=O)c1cccs1,0.4,7,-3,-7,-2,1,0,-4,3,-3
COc1ccccc1NS(=O)(=O)c1ccc(C(=O)N2CCN(c3ccccn3)CC2)cc1,0.6,-8,2,-4,-4,4,-2,-6,-2,-4
COc1ccc(CNC(=O)COC(=O)c2cc(C)nc3ccccc23)cc1,0.0,-1,-9,-1,-4,1,-1,-2,9,4
CCCC(C)C(=O)Nc1ccc(S(N)(=O)=O)cc1 (stereo not drawn),-0.8,6,-9,-13,-6,2,-3,-2,9,-10
CCOC(=O)C1=C(C)NC(=O)CC1c1cc2c(cc1Br)OCO2 (stereo not drawn),-1.1,2,-1,8,-19,-1,1,-4,1,-3
O=C(CCC(=O)c1cccs1)NCC(c1ccc(F)cc1)N1CCOCC1 (stereo not drawn),-1.1,-6,-45,-1,-8,4,-3,-2,45,-6
COc1cccc(/C=c2\s/c(=C/C(=O)c3ccc(C)cc3)[nH]c2=O)c1OC,2.3,6,10,1,-18,-2,1,-6,-9,-9
CCN(C(=O)CSc1nc2ccc(Cl)cc2[nH]1)C1CCS(=O)(=O)C1 (stereo not drawn),1.9,-9,1,-9,-16,2,5,-2,-1,-3
COc1ccc(C(=O)Sc2nncc3ccccc23)cc1,-0.7,-16,-9,4,-8,-4,0,-2,9,-5
CCOC(=O)N1CCN(c2ccc(Cl)cc2)CC1,1.5,11,-12,-13,44*,0,6,-2,12,-1
O=C(CSc1n[nH]c(=O)[nH]c1=O)N1CCCCCC1,1.3,16,-21,-2,3,0,-2,-2,21,5
COc1ccc(Br)cc1CN(C)C(=O)Cc1ccc(S(=O)(=O)N2CCOCC2)s1,0.3,-13,8,-9,-13,0,5,-7,-8,-8
CCOc1ccc(C2C(C#N)=C(N)Oc3cc(O)ccc32)cc1OCC (stereo not drawn),1.3,20,-9,2,3,-1,10,-1,9,-3
O=C(C1CCCN(S(=O)(=O)c2ccc(F)cc2)C1)N1CCCC1 (stereo not drawn),0.5,1,-40,2,-14,-5,-3,-1,40,0
CCN(CC)c1ncnnc1-c1ccccc1,-0.7,3,7,4,-7,0,-1,-3,-7,2
CC(C)CC(=O)NC(=S)Nc1nc(-c2ccccc2)cs1,3.6,15,21,-4,-5,-14,0,-5,-21,5

# Screening data deposited in PubChem by several laboratories.
